BoNT A protease = BoNT/A light chain protease inhibitors, primary screen, biochemical, flow cytometry, MLPCN library; multiplex microsphere protease substrate cleavage; inhibition, % at 10 µM; Botulinum neurotoxin type A light chain protease (Clostridium botulinum A str. ATCC 3502); hit rate 0.17% among 360,000; AID 588499, 2011; also: plate controls were buffer without enzyme for full effect and enzyme alone for no effect
SARS 3CLpro inh = SARS-CoV 3CLpro protease inhibitors, primary screen, biochemical, quenched FRET | recombinant SARS-CoV 3CLpro, quenched FRET peptide cleavage | inhibition, % at 6 µM | hit rate 0.14% among 290,000 | Replicase polyprotein 1ab (Severe acute respiratory syndrome coronavirus), P0C6X7; in the data active = inhibition above about 12%
PfHsp40 rescue = rescue of yeast from PfHsp40 toxicity, primary screen, S. cerevisiae, ATP luminescence | S. cerevisiae expressing PfHsp40, growth rescue | growth rescue, % at 12.5 µM | hit rate 0.68% among 340,000 | AID 504582, 2011; in the data active = growth rescue above about 28%, passing the limit was not always enough;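 also: yeast W303a lacking pdr1 and pdr3 grown in galactose medium; growth measured after three days at 30 °C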
BH1578 lux ind = inducers of Vibrio cholerae quorum light production without autoinducers, primary screen, BH1578 luxS cqsA deficient, single point. V. cholerae BH1578 lux reporter, luminescence, 6 h. activation, % at 18.7 µM. hit rate 0.16% among 350,000. AID 588436, 2011; in the data active = activation mostly above about 9.7%, no sharp cut-off; also: not every result past the cut was called active; inactives centre near 0; reference of the scale not given here
TcdB GH inh = TcdB glycohydrolase inhibitors, primary screen, biochemical, single point, plate reader; TcdB glycohydrolase enzymatic assay; inhibition, % at 9.99 µM; hit rate 0.24% among 350,000; AID 652162, 2013; in the data active = inhibition above about 10%
Target sequence (P18177 whole entry, looked up): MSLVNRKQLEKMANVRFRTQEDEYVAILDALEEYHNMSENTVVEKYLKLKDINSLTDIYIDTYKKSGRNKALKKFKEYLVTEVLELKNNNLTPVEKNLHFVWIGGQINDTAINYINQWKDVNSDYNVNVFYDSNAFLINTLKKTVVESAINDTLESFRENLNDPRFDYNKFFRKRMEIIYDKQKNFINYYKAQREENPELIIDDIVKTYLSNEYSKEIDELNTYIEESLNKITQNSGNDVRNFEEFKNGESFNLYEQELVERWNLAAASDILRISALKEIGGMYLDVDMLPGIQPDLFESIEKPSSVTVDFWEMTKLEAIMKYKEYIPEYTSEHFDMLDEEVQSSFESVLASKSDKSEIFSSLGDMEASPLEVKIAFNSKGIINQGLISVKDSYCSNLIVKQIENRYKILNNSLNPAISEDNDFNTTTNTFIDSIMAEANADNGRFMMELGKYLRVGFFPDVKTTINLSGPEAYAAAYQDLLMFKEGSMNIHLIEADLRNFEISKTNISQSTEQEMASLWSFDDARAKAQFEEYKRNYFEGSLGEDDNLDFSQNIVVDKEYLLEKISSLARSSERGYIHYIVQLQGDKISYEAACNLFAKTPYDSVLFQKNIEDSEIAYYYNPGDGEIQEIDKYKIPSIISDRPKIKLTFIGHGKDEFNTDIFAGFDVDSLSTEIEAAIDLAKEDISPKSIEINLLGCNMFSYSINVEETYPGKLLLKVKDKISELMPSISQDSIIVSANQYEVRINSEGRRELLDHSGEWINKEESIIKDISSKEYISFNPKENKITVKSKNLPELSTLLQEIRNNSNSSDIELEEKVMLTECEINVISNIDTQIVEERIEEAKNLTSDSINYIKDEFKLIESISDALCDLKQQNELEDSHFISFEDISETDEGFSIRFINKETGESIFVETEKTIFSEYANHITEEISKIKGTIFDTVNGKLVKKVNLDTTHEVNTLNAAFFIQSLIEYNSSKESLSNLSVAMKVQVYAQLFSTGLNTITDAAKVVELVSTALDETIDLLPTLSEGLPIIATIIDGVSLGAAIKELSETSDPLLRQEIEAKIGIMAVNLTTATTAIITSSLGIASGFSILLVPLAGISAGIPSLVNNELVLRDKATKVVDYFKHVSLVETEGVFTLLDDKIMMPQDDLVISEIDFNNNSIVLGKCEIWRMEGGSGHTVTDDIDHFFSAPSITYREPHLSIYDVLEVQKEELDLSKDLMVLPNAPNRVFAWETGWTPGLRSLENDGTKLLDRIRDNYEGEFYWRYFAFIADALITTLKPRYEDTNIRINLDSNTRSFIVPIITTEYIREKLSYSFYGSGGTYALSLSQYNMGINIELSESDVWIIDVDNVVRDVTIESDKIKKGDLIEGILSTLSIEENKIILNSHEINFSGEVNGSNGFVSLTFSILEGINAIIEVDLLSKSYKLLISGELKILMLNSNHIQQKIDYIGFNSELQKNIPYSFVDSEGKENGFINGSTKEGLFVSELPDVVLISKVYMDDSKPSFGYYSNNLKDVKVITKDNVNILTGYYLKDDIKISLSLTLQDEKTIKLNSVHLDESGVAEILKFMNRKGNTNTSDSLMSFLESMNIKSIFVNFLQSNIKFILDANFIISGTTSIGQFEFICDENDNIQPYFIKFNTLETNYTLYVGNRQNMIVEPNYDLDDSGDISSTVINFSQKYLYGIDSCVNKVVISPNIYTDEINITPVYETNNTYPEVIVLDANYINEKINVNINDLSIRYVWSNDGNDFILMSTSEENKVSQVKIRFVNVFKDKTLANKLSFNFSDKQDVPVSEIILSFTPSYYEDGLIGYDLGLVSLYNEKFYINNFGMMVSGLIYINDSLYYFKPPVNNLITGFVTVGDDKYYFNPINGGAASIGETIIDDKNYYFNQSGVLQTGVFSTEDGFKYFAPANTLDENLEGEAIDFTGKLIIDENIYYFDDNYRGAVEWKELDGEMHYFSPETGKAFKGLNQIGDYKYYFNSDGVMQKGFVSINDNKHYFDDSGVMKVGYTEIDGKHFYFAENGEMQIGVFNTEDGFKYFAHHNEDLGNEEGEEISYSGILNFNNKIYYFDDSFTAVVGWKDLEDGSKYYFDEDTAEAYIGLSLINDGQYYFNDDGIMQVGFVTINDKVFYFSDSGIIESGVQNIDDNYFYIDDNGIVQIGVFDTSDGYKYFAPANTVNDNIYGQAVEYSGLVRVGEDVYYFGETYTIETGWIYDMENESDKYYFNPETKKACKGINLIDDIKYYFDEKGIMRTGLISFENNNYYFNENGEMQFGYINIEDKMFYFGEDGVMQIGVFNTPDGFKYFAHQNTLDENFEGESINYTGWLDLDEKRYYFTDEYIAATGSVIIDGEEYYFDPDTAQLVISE
PriA SSB inh = inhibitors of Klebsiella pneumoniae PriA binding to SSB C-terminal tail, primary screen, biochemical, AlphaScreen | AlphaScreen SSBct-PriA binding, biotinylated peptide | inhibition, % at 33 µM | hit rate 0.6% among 430,000 | AID 1272365, 2023; in the data active = inhibition mostly above about 37%, no sharp cut-off; inactive = mostly below about 20%;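 also: plate controls were negative control peptide for no effect and reference peptide for full effect; strong numbers were not always called active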
Y pestis TopoI = Yersinia pestis topoisomerase I inhibitors, primary screen, biochemical, cleavage product accumulation, plate reader, single point; DNA topoisomerase I (Yersinia pestis CO92); Y. pestis Topo-I cleavage product accumulation; activity, % at 10 µM; hit rate 0.064% among 360,000; in the data active = activity above about 50%, passing the limit was not always enough; also: inactives centre near 2
Anthrax LF inh2 = Bacillus anthracis LF protease inhibitors, primary screen, biochemical, multiplex microsphere, MLPCN library; inhibition, % at 10 µM; Lethal factor (Bacillus anthracis), P15917; hit rate 0.12% among 360,000; multiplex microsphere protease cleavage assay; also: plate controls were buffer without enzyme for full effect and enzyme alone for no effect
PrPC surface inh = inhibitors of human cell surface prion protein PrPC, primary screen, cell-based, TR-FRET; Major prion protein (Homo sapiens), P04156; TR-FRET read-out; inhibition, % at 13.8 µM; hit rate 0.43% among 370,000; AID 720596, 2013; in the data active = inhibition above about 24%; also: 0% = median of the test wells and 100% = reference compound wells
* hit, by the source's call; i = inactive; nt = no result given; & = joins results of further samples. Rule as the data show it, unless noted: active = inhibition above about 30%; inconclusive = no clear call, values can overlap the other calls; inactive = below that. Only part of the results is shown (hit frequency here may not be typical).

[1] c1ccc(-c2cc3ncccc3cn2)cc1
[2] CCOc1ccc(S(=O)(=O)N2CCCC(C(=O)N3CCN(CC)CC3)C2)cc1Cl (stereo unspecified)
[3] COc1ccc(CNC(=O)c2ccc(CS(=O)(=O)c3ccc(C)cc3)o2)cc1
[4] C[C@@H]1CN([C@H](C)CO)C(=O)CCCn2nncc2CO[C@H]1CN(C)Cc1ccccc1C(F)(F)F
[5] CCCC1=Nc2cc(C(=O)N3CCN(c4ccccn4)CC3)ccc2Sc2ccc(C)cc21
[6] CCOC(=O)C1CCN(Cc2ccc(OC)c(OCc3ccccc3)c2)CC1

assay / compound	1	2	3	4	5	6
BoNT A protease	-0.2	-1.5	-1.7	-0.6	1.8	nt
SARS 3CLpro inh	nt	6	0	nt	-5	-2
PfHsp40 rescue	5.4	-0.1	0.8	nt	4.4	0.6
BH1578 lux ind	i	-0.5	i	i	i	i
TcdB GH inh	1.3	-2.7	0.8	1.1&0.4	0.8	0.3
PriA SSB inh	-9	-5	-5	nt	23	2
Y pestis TopoI	5	9	8	24	45	7
Anthrax LF inh2	-5	13	-2	5	-1	nt
PrPC surface inh	-9	2	0	10	-4	-10

[7] O=C(CNC(=O)c1ccco1)Nc1cc(Cl)ccc1N1CCOCC1
[8] CC(Oc1ccc(Br)cc1)C(=O)N1CCc2ccccc21 (stereo unspecified)
[9] Cc1ccc(NC(=O)c2noc3c2CCCCC3)cc1C
[10] COc1cc2c(cc1NC(=O)c1cccc([N+](=O)[O-])c1)oc1ccccc12
[11] CC(=O)c1ccc(N2CCN(c3ccc(C(F)(F)F)cn3)CC2)cc1
[12] O=C(CNC(=O)Cc1ccccc1)NCc1cccc(C(F)(F)F)c1

assay / compound	7	8	9	10	11	12
BoNT A protease	0.8	-0.6	-2.2	-0.2	0.9	1.5
SARS 3CLpro inh	-4	4	-1	-1	-2	-3
PfHsp40 rescue	0.9	-0.9	-0.3	-1.0	-2.0	-0.6
BH1578 lux ind	-1.6	-0.3	i	i	i	i
TcdB GH inh	nt	nt	nt	nt	nt	1.2
PriA SSB inh	-2	-10	-2	-7	-7	-11
Y pestis TopoI	-4	-3	9	-11	3	-4
Anthrax LF inh2	-1	-4	-2	0	-4	4
PrPC surface inh	-6	4	-3	-1	12	-1

[13] O=C(Cc1ccc(S(=O)(=O)N2CCCC2)s1)Nc1cccc([N+](=O)[O-])c1
[14] Cc1ccc2c(c1C)NC(=O)C21N2CCCC2C(C(=O)c2ccc3ccccc3c2)C12C(=O)Nc1ccccc12 (stereo unspecified)
[15] Cc1ccc2cc(CCNC(=O)C(C)C)c(=O)[nH]c2c1
[16] Cc1ccc(-c2ocnc2C(=O)N2CCN(C(=O)c3cccs3)CC2)cc1
[17] Cc1ccc2c(c1)CCCN2C(=O)c1ccco1
[18] Cc1cc(C)nc(N(C#N)Cc2ccccc2Cl)n1

assay / compound	13	14	15	16	17	18
BoNT A protease	0.3	0.1	-0.8	-5.6	1.6	-0.2
SARS 3CLpro inh	nt	-2	-1	1	-2	-2
PfHsp40 rescue	1.5	-0.4	0.5	0.8	-0.2	-0.5
BH1578 lux ind	i	-0.4	-0.2	-0.6	i	-0.2
TcdB GH inh	0.5	0.7	2.0	-0.1	nt	1.2
PriA SSB inh	-2	-14	-14	1	4	-16
Y pestis TopoI	-5	-8	-3	8	6	2
Anthrax LF inh2	-5	-4	-1	-9	-1	-2
PrPC surface inh	-13	-2	-10	-4	-7	-3

[19] C=CC[C@@H](CC(=O)OC(C)(C)C)C(=O)OC[C@@H]1CCCN1C(=O)[C@@H](CC=C)CC(=O)N(CCO)Cc1ccccc1
[20] Cc1ccccc1NC(C)C(=O)N/N=C/c1c[nH]c2ccccc12 (stereo unspecified)
[21] CCSc1nc2ccccc2c(=O)n1OCC(=O)OC
[22] NS(=O)(=O)c1ccc(NC(=O)CSc2ccccc2)cc1
[23] O=C(Nc1ccncc1)C1CCCN(S(=O)(=O)c2cccc3cccnc23)C1 (stereo unspecified)
[24] CSc1nnc(Nc2ccccc2C)s1

assay / compound	19	20	21	22	23	24
BoNT A protease	-0.8	2.5	-0.1	-0.2	-0.4	-0.1
SARS 3CLpro inh	nt	3	-2	0	2	1
PfHsp40 rescue	1.0	-0.7	0.3	-1.0	1.3	-0.6
BH1578 lux ind	i	-0.2	nt	-0.4	-0.2	i
TcdB GH inh	0.4	1.9	nt	-0.5	1.6	nt
PriA SSB inh	1	nt	-13	-2	-10	-5
Y pestis TopoI	24	0	3	-8	-7	-4
Anthrax LF inh2	7	1	-13	1	-10	-2
PrPC surface inh	6	-2	-2	3	9	6

Quoted from the listing:
no. 23 – Y pestis TopoI: -7
no. 21 – PriA SSB inh: -13
no. 24 – Y pestis TopoI: -4
no. 19 – PrPC surface inh: 6
no. 22 – SARS 3CLpro inh: 0

(listing goes on)
[25] CCOC(=O)CN1C(=O)C(=O)N(Cc2ccccc2)C1=O
[26] O=C(CSc1ccc(-c2ccco2)nn1)Nc1ccccc1F
[27] CN1CCN(C(=O)/C(=C/c2ccc([N+](=O)[O-])cc2)NC(=O)c2ccccc2)CC1
[28] C[C@]12CCC(=O)CC1=CCC1C3CC=C(C#N)[C@@]3(C)CC[C@@]12O (stereo partly specified)
[29] CC(C)C(=O)c1cc2c(cc1NC(=O)c1cccs1)OCCO2
[30] O=Nc1c(O)n(Cc2cccc(C(F)(F)F)c2)c2ccccc12

assay / compound	25	26	27	28	29	30
BoNT A protease	-3.8	0.1	-0.7	-1.8	-1.6	-1.8
SARS 3CLpro inh	0	2	-2	2	3	0
PfHsp40 rescue	0.7	0.1	0.2	1.2	3.7	0.0
BH1578 lux ind	-0.8	-0.6	i	i	2.7	1.4
TcdB GH inh	-1.6	-0.4	0.6	0.7	nt	1.4
PriA SSB inh	5	-7	-13	-6	-21	14
Y pestis TopoI	-3	4	1	4	-1	26
Anthrax LF inh2	5	2	0	4	-4	-1
PrPC surface inh	0	1	-23	0	1	-3

From no. 24 to 27, copied from above:
[24] CSc1nnc(Nc2ccccc2C)s1
[25] CCOC(=O)CN1C(=O)C(=O)N(Cc2ccccc2)C1=O
[26] O=C(CSc1ccc(-c2ccco2)nn1)Nc1ccccc1F
[27] CN1CCN(C(=O)/C(=C/c2ccc([N+](=O)[O-])cc2)NC(=O)c2ccccc2)CC1

assay / compound	24	25	26	27
BoNT A protease	-0.1	-3.8	0.1	-0.7
SARS 3CLpro inh	1	0	2	-2
PfHsp40 rescue	-0.6	0.7	0.1	0.2
BH1578 lux ind	i	-0.8	-0.6	i
TcdB GH inh	nt	-1.6	-0.4	0.6
PriA SSB inh	-5	5	-7	-13
Y pestis TopoI	-4	-3	4	1
Anthrax LF inh2	-2	5	2	0
PrPC surface inh	6	0	1	-23

New compounds follow:
[31] N/C(COc1ccccc1)=N\NS(=O)(=O)c1ccccc1
[32] CC(C)(C)c1ccc(O)c(N=Cc2cc3c(cc2[N+](=O)[O-])OCO3)c1
[33] C/C(=N\NC(=O)c1ccncc1)c1cccnc1
[34] COC(=O)c1c(NC(=O)COC(=O)CNC(=O)C2CCCCC2)sc(C)c1C
[35] CCCN(C)C[C@H]1Oc2ncc(Br)cc2C(=O)N([C@@H](C)CO)C[C@@H]1C
[36] COc1cccc(-c2cc(=O)c3cc(NC(C)=O)ccc3[nH]2)c1

assay / compound	31	32	33	34	35	36
BoNT A protease	0.6	-1.8	-0.5	0.8	-1.0	0.0
SARS 3CLpro inh	1	-2	-1	0	nt	-9
PfHsp40 rescue	-0.1	-1.6	-1.8	-0.5	nt	-0.6
BH1578 lux ind	-0.3	-3.0	-4.5	i	-0.7	i
TcdB GH inh	nt	1.2	0.6	0.7	0.1&0.4&-1.1	1.9
PriA SSB inh	nt	20	nt	6	nt	-2
Y pestis TopoI	-2	0	-8	28	2	1
Anthrax LF inh2	-6	-9	-2	0	-9	1
PrPC surface inh	-2	3	1	1	0	2

[37] COc1ccc2cc(C#N)c(Nc3cccc(F)c3)nc2c1
[38] COc1cc(C(=O)OCC(=O)NC2CCCCC2)cc(OC)c1OC
[39] CC(C)NC(=O)Nc1cccc2c1O[C@H](CN(C)C(=O)NC1CCCCC1)[C@@H](C)CN([C@H](C)CO)C2=O
[40] Cn1nnnc1SCCNCc1cc(Cl)ccc1OCc1ccccc1
[41] O=C(Nc1ccc(F)cc1F)c1ccco1
[42] O=C(Cn1cnc2c(NCc3ccccc3)ncnc21)NCC1CCCO1 (stereo unspecified)

assay / compound	37	38	39	40	41	42
BoNT A protease	-0.8	0.0	-0.3	-1.2	-0.7	-0.4
SARS 3CLpro inh	2	nt	nt	-3	1	nt
PfHsp40 rescue	-0.6	-1.1	0.8	-1.8	-1.2	0.3
BH1578 lux ind	2.0	-1.2	i	-0.3	-0.3	i
TcdB GH inh	0.8	6.2	0.3	nt	nt	1.3
PriA SSB inh	-8	-4	-11	-12	1	-8
Y pestis TopoI	1	-5	-8	2	-3	5
Anthrax LF inh2	-8	-7	-6	-1	-2	-2
PrPC surface inh	4	-1	-6	7	-5	6

[43] Cc1cc(Cl)ccc1NNC(=O)c1cccs1
[44] CN(c1ccccc1C(=O)Nc1ccc(S(=O)(=O)N2CCCC2)cc1)S(C)(=O)=O
[45] O=S(=O)(Nc1ccc(Cc2ccncc2)cc1)c1cccs1
[46] COC(=O)[C@@H]1C[C@]2(C(=O)O)c3ccccc3N(OOSc3ccccc3)[C@@H]2N1C(=O)OC
[47] CCOc1cc(-c2cc(-c3ccc(NC(C)=O)cc3)nc(N)c2C#N)ccc1O
[48] CC12COC3(C(=O)Nc4ccccc4)CC1CCC32C (stereo unspecified)

assay / compound	43	44	45	46	47	48
BoNT A protease	-3.8	0.4	-0.1	0.0	-0.3	-0.2
SARS 3CLpro inh	4	0	-2	nt	-3	3
PfHsp40 rescue	4.0	-0.3	1.6	-1.6	-0.6	0.0
BH1578 lux ind	i	i	5.0	-5.9	0.3	-0.9
TcdB GH inh	-20	nt	2.1	-1.7	1.1	0.3
PriA SSB inh	-5	-10	0	-48	-15	1
Y pestis TopoI	-14	-2	-2	3	-4	5
Anthrax LF inh2	-6	2	0	1	14	-7
PrPC surface inh	20	-3	9	3	-30	-6

[49] COc1ccc(-n2nnc3c(=O)n(Cc4cc(C)ccc4C)cnc32)cc1
[50] Cc1ccc(-c2nnc(-c3ccc4c(c3)OCO4)o2)cc1
[51] S=C(Nc1ccccc1)N(CCN1CCOCC1)Cc1cccc(Cl)c1
[52] CN(C)S(=O)(=O)c1ccc(Cl)c(NC(=O)CN2CCNC(=O)C2)c1
[53] C=C(C)[C@@H]1C2C(=O)O[C@H]1[C@H]1OC(=O)[C@@]34OC3C[C@]2(O)[C@@]14C (stereo partly specified)
[54] Cc1cc(C(=O)COC(=O)c2ccc(F)cc2)c(C)n1C

assay / compound	49	50	51	52	53	54
BoNT A protease	11	0.0	-0.9	0.2	-1.2	-2.0
SARS 3CLpro inh	1	2	7	2	nt	nt
PfHsp40 rescue	-0.4	1.5	0.2	-1.5	-1.0	-0.8
BH1578 lux ind	i	i	-0.3	i	-0.3	i
TcdB GH inh	nt	-1.3	0.3	-1.0	1.0	-0.4
PriA SSB inh	-9	-1	-4	2	-7	6
Y pestis TopoI	5	-3	1	10	0	4
Anthrax LF inh2	3	0	-7	-4	-9	-1
PrPC surface inh	-2	6	2	0	0	0
